# Screening results (PubChem)
# Tb PGK inh – inhibitors of T. brucei phosphoglycerate kinase | PGK/GAPDH coupled, Kinase-Glo luminescence, 60 min | AID 602233 | P07378 | Potency, µM (highest dose often 57.5 µM), inactives show at the highest dose activity change, negative = inhibition, actives largely listed as inhibitors | hit rate 0.043% among 380,000; further: on the % scale 0 is the no-effect control and ±100 the full control effect; nearly all actives have a fitted effect of over 60% in size
#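 Luminescent ATP detection (Kinase-Glo Plus) follows a 60-minute room-temperature incubation, with wells lacking PGK as controls. Buffer: 100 mM TEA (pH 7.6), 5 mM MgCl2, 0.01% Tween-20. Coupling enzyme GAPDH (100 nM final) supplies unstable 1,3-BPG in-well.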
# Pol iota inh – inhibitors of human DNA polymerase iota; hit rate 1% among 390,000; Potency, µM (series often up to 115 µM), without a hit: at the top dose activity, negative = inhibition, actives largely listed as inhibitors; Q9UNA4; Pol iota fluorescent replication assay, 10 min
#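 Fluorescent replication assay read twice, at 0 min and 10 min after adding 50 nM (final) substrate. Enzyme (10 nM) and compounds were first incubated 15 min at room temperature; enzyme-free buffer wells were negative controls.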
# Pin1 inhibitor – inhibitors of human Pin1; Q13526; Pin1 FP peptide displacement, HiFluor488, 10 min; Potency, µM (titrated, usually from 115 µM), without a hit: at the top dose activity, negative = inhibition, most hits filed as inhibitors; hit rate 0.009% among 390,000; active means well fitted inhibition curve with a large enough effect in the polarisation, with a control signal flat, not every such curve was filed as active; inconclusive means small, poorly fitted or top-dose-only effect, or effect the other way, or a change in a side signal; inactive means no such curve, though single readings can be large or run the other way; the % refers to the polarisation; further: on the % scale 0 is the no-effect control and ±100 the full control effect
# GLS inhibitor – blocks human kidney-isoform glutaminase activity; GLS enzymatic activity, qHTS titration; Potency, µM (highest dose often 45.5 µM), without a hit: at the highest dose activity change, negative = inhibition, usual class: inhibitors; hit rate 0.21% among 410,000; further: on the % scale 0 is the no-effect control and ±100 the full control effect
#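 hKGA in 45 mM KH2PO4 (pH 8.2), 0.02% Tween-20 with compound, then 1mM L-Glutamine (stock as added) plus glutamate oxidase/HRP/Amplex red coupling mix. Fluorescence read initially and after 30 min at RT; signal change reflects glutamate formation.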
# HP1b chromo inh – HP1-beta chromodomain-methylated histone interaction inhibition; P83916; Potency, µM (series often up to 114 µM), inactives show at the highest dose activity change, negative = inhibition, usual class: inhibitors; hit rate 0.56% among 390,000; AlphaScreen HP1-beta / biotin-H3K9me3 peptide binding; further: nearly all actives have a fitted effect of over 70% in size; inactives centre near 23
#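 AlphaScreen: HP1-beta (50 nM) preformed 30 min with biotin-H3(1-18)K9me3 peptide (50 nM) in PBS pH 7.4, 0.01% Tween-20. Compound added for 30 min at RT, then streptavidin donor/nickel chelate acceptor beads (10 ug/mL) for 30 min.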
# BAZ2B inh – BAZ2B (human) inhibition; Q9UIF8; AlphaScreen BAZ2B-H3K14Ac peptide displacement; Potency, µM (titrated, usually from 114 µM), for inactives: at the top dose activity change, negative = inhibition, actives largely listed as inhibitors; hit rate 4.4% among 360,000; further: on the % scale 0 is the no-effect control and ±100 the full control effect; nearly all actives have a fitted effect of over 60% in size
# Target sequence (Q9UIF8 whole entry, looked up): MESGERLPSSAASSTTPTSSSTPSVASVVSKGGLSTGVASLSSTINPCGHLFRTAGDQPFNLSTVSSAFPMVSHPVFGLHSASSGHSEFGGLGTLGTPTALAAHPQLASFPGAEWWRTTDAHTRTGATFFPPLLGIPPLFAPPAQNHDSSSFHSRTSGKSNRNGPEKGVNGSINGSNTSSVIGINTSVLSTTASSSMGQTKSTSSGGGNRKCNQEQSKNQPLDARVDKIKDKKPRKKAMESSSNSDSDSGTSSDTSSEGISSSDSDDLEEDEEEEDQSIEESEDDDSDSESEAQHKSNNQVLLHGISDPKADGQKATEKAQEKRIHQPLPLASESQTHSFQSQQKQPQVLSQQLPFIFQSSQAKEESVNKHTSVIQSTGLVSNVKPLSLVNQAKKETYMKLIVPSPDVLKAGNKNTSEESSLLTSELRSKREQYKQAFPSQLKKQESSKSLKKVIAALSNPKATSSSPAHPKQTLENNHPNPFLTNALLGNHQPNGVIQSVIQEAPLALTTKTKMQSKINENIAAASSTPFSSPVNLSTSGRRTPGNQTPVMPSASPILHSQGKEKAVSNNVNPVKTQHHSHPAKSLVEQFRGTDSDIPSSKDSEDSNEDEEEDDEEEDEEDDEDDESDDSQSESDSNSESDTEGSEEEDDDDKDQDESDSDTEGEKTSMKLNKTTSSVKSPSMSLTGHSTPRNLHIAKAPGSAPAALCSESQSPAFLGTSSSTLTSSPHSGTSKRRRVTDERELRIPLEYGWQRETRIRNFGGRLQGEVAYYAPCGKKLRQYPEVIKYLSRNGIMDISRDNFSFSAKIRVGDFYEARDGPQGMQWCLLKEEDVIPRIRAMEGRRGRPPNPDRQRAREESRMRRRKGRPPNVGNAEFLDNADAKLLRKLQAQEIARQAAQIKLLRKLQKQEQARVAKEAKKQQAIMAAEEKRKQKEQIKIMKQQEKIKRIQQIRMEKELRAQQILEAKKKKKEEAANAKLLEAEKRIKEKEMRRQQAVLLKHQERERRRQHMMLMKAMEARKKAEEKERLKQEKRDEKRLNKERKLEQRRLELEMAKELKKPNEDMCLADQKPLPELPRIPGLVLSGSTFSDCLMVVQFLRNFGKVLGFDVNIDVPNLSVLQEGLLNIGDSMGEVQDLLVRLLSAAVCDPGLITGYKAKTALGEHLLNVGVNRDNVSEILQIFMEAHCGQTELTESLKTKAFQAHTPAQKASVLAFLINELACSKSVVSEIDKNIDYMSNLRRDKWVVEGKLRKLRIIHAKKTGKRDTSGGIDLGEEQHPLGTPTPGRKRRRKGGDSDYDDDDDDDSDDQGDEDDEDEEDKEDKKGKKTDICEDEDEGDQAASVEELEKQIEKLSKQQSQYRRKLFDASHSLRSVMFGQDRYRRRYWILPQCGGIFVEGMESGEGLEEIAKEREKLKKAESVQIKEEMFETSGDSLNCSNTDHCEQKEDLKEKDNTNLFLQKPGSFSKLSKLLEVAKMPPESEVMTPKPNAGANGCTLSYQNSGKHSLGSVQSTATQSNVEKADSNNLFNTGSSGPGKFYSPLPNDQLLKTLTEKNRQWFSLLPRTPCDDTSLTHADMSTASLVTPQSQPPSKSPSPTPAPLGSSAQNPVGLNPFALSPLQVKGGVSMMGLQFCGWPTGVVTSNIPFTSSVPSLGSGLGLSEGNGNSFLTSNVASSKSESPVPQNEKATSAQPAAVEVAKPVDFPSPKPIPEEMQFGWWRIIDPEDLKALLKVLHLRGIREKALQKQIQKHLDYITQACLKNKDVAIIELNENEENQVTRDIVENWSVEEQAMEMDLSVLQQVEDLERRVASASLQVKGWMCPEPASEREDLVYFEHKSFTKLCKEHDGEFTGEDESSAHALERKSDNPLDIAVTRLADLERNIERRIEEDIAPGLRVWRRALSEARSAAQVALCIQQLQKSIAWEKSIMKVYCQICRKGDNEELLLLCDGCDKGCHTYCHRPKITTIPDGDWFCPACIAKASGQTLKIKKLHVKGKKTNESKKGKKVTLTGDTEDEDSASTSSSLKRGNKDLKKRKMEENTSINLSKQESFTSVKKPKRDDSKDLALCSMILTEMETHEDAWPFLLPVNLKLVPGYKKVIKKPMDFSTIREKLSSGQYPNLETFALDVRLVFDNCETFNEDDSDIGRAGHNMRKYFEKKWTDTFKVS
#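 Compounds, titrated to a top concentration of 110 uM, were incubated 30 min at room temperature with preformed BAZ2B/acetyl-K14 H3 peptide complex (50 nM each). Proximity signal was measured by AlphaScreen after 20 min with beads.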
# BLM inh – inhibitors of human Bloom syndrome helicase BLM; recombinant BLM DNA unwinding, fluorescence dequenching; P54132; Potency, µM (titrated, usually from 56.1 µM), inactives show at the top dose activity change, negative = inhibition, actives largely listed as inhibitors; hit rate 0.2% among 350,000;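 further: plate controls were vehicle for no effect and no enzyme for full effect; nearly all actives have a fitted effect of over 35% in size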
# G9a block – blocks human histone lysine methyltransferase G9a | Q96KQ7 | G9a H3K9 monomethylation, AlphaScreen, 2 h | Potency, µM (top dose mostly 102 µM), without a hit: at the highest dose activity, negative = inhibition, actives largely listed as inhibitors | hit rate 8.8% among 350,000 | AID 504332; further: on the % scale 0 is the no-effect control and ±100 the full control effect; nearly all actives have a fitted effect of over 75% in size
#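 Step 1: enzyme (final 20 nM) with compound, 15 min RT. Step 2: substrate peptide 500 nM and SAM 20 uM, 2 h RT. Step 3: anti-H3K9me1 antibody and AlphaScreen beads, 10 min, then plate read.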
# JMJD2A Tudor inh – blocks the human JMJD2A Tudor domain. O75164. AlphaScreen JMJD2A-Tudor / H3K4me3 peptide binding. Potency, µM (titrated, usually from 114 µM), without a hit: at the top dose activity change, negative = inhibition, hits mostly inhibitors. hit rate 4.4% among 390,000. AID 504339; further: on the % scale 0 is the no-effect control and ±100 the full control effect; nearly all actives have a fitted effect of over 50% in size
# * hit, by the source's call; i = inactive; ? = inconclusive; / = no result given; & = joins results of further samples; ! = repeats disagree; [ ] = dose if it differs, or a comment. Unless noted, the call rests on the fitted dose curve; in most records, active means well fitted curve in the direction sought with a large enough effect; inconclusive means small, poorly fitted or top-dose-only effect, or another doubt; inactive means no such curve, though single readings can be large; an effect the other way counts as inactive or inconclusive. Potency means the concentration at half of the fitted maximal effect. A portion of the library, so the mix of outcomes need not match the whole.
SMILES,Tb PGK inh,Pol iota inh,Pin1 inhibitor,GLS inhibitor,HP1b chromo inh,BAZ2B inh,BLM inh,G9a block,JMJD2A Tudor inh
O=C(c1cc(COc2ccccc2)on1)N1CCCC(OCc2cccnc2)C1 (stereo unspecified),-1%,31%[activator],-1%,0%,43%[activator],-13%,-4%,0%,1%
CC1(C)C(=O)N(OCc2ccccc2)C(C)(C)C(=O)N1OCc1ccccc1,1%,12%,-1%,4%,18%,3%,-2%,8%,10%
CS(=O)(=O)Cc1ccc(C(=O)NC2CCN(Cc3ccccc3)C2)cc1 (stereo unspecified),-2%,24%,0%,5%,21%,0%,0%,17%,-3%
Cc1ccn(C(CC(=O)c2ccc(Br)cc2)C(=O)O)n1 (stereo unspecified),/,-2%,-1%,-1%,45%[activator],-10%,-1%,?,-18%
CCOC(=O)C(C)Oc1cccc2c(=O)n(CC(=O)N3CCc4ccccc43)ccc12 (stereo unspecified),2%,-5%,-3%,1%,8%,8%,0%,-3%,-3%
CC(=O)NC(C)Cc1cn(Cc2ccccc2)c2ccccc12 (stereo unspecified),-6%,?,-5%,4%,6%,-34%,1%,8%,-29%
CCC(=O)n1nc(NCc2ccc(OC)c(OC)c2)nc1NCc1ccc(OC)c(OC)c1,-1%,13%,5%,3%,-3%,?,-4%,-16%[59 µM],-32%
Cc1ccc2nc(Nc3ccc4[nH]c(=O)[nH]c4c3)c(-n3nc(C)cc3C)nc2c1,-5%,16%,?,12%,1%,1%,-3%,15%[59 µM],-20%
Cc1nc2oc(C(=O)c3ccccc3)c(N)c2c2c1COC(C)(C)C2,-1%,41%[activator],2%,-4%,55%[activator],14%,2%,?,-7%
Cc1cccc(N(C(=O)c2sc(C)nc2C)C(C(=O)NCc2ccco2)c2ccccc2)c1 (stereo unspecified),-6%,-23%,5%,6%,15%,-31%,-1%,1%[59 µM],-11%
CC(=O)Nc1nc2ccc(-c3nc4ccccc4o3)cc2s1,6%,21%,0%,5%,23%,-1%,-5%,5%[59 µM],1%
COC(=O)C1=C(C)N(CCCC(=O)O)C(=O)NC1c1ccccc1OS(=O)(=O)c1ccccc1[N+](=O)[O-] (stereo unspecified),-1%,-22%,-6%,9%,16%,/,/,/,-13%
C[n+]1ccn(CC(=O)c2cccs2)c1,0%,107%[activator],-3%,42%[activator],6%,-3%,-5%,-3%[59 µM],-23%
CCCC(CCC(=O)Nc1ccn(-c2ccccc2)n1)C(=O)O (stereo unspecified),i,-20%,-11%,-1%,-2%,-35%,-2%,-10%,-18%
Cc1ccc(O)c(NC(=S)NC(=O)COc2ccc(Br)cc2)c1,-1%,-22%,6%,5%,34%,-8%,-6%,/,-8%
O=C(CN1C(=O)CSc2ccc(S(=O)(=O)N3CCCCC3)cc21)NCc1ccccc1Cl,-7%,-19%,12%,-2%,24%,-21%,-3%,8%,-20%
COC(=O)[C@H]1[C@H]2C[C@H]3c4[nH]c5ccccc5c4CCN3C[C@@H]2CC[C@@H]1O,-2%&0%,?,?,-16%&13%,-24%&50%,?,/,13µM*!,?
O=C(Nc1cc(C(F)(F)F)cc(C(F)(F)F)c1)c1ccc(Cn2cc(C(F)(F)F)ccc2=O)cc1,5%,?,10%,-8%,25%,4%,-15%,-4%,-13%
Cn1c(=O)c2c([nH]c(=O)n2C)n(C)c1=O,6%,30%[activator],-7%,24%,31%,9%,2%,1%[59 µM],-18%
Cc1ccc2sc3ccc(NC(=O)c4ccccc4Cl)cc3c(=O)c2c1,i,?,21%,3%,50%,3%,-5%,29%,12%
CC(=O)Nc1c(C)cc(S(C)(=O)=O)cc1C,i,/,2%,1%,24%,-1%,1%,-3%,-8%
COc1ccccc1N1CCN(c2ncc(C(=O)N3CCN(c4cccc(Cl)c4)CC3)c3ccccc23)CC1,-9%,9%,-2%,-5%,-4%,/,0%,-11%,-22%
COc1ccc(S(=O)(=O)N2CCN(CCO)CC2)cc1-c1nnc2c3ccccc3c(C)nn12,-3%,-17%,-7%,-14%,22%,7%,3%,?,-17%
O=S1(=O)CCOC[C@H](CC2CCCCC2)N1Cc1ccccc1,-8%,13%&28%,9%,0%,65%[activator],-1%,-5%,?,-10%
Cn1c(=O)c2c(c3ccccc31)OC(=O)CC2c1cccc(Cl)c1 (stereo unspecified),-2%,7%,-12%,3%,80%[activator],-4%,-2%,-43%[59 µM],-35%
# The results go on:
SMILES,Tb PGK inh,Pol iota inh,Pin1 inhibitor,GLS inhibitor,HP1b chromo inh,BAZ2B inh,BLM inh,G9a block,JMJD2A Tudor inh
COc1ccc(CCC(=O)Nc2cc(S(=O)(=O)N3CCCCC3)ccc2N(C)C)cc1,-8%,4%,8%,-4%,37%,-6%,/,-4%[2.33 µM],-9%
Cc1ccc(NC(=O)c2cc(Cl)nc3ccccc23)cc1,0%,13%,?,/,32%[activator],-6%,-1%,78%[activator],13%
Cc1cc(OC(=O)c2ccc(OC(C)C)cc2)c([N+](=O)[O-])c(=O)[nH]1,i,-1%,-3%,-4%,14%[57 µM],-26%,1%,3%,10%
CC(=O)Nc1cccc(OC(=O)COc2ccc(Br)cc2)c1,-3%,-8%,-5%,10%,22%,2%,0%,-7%,-17%
O=S(=O)(NCc1nc2cccnc2n1Cc1ccccc1Cl)c1ccc2c(c1)CCCC2,2%,5%,20%,5%,20%[57 µM],-7%,-10%,4%[59 µM],-17%
COc1cc(CN(CC2CCCO2)C(=O)c2ccco2)cc(OC)c1OC (stereo unspecified),-5%,?,-11%,8%,21%,-27%,-1%,/,-10%
CCCN(CCC)C(=O)c1cc(S(=O)(=O)N2CCCCC2)c[nH]1,i,-33%,25%,-4%,23%,-2%,3%,-4%,-17%
Nc1c(Cl)cc(C2=NCCn3c2c2ccc(C(F)(F)F)cc2[n+]3[O-])cc1Cl,4%,-16%,4%,3%,18%,?,/,?,4.5µM*
COC(=O)N/N=C(\C)c1ccc2ccccc2c1OC(F)F,/,5%,2%,1%,25%,1%,5%,-10%[59 µM],-12%
O=C(c1ccc(Cl)c(S(=O)(=O)NCc2cccnc2)c1)N1CCCC1,-8%,-12%,7%,3%,30%,4%,/,14%[2.33 µM],1%
O=C(Nc1ccc(Cl)c(C(F)(F)F)c1)c1cc2nc(-c3ccc4c(c3)OCO4)cc(C(F)(F)F)n2n1,-10%,20%,4%,-7%,39%,-4%,-1%,-2%[59 µM],-1%
CCc1nnc(NS(=O)(=O)c2ccc(NC(=O)c3cc(Cl)ccc3OC)cc2)s1,-6%,-20%,-1%,-5%,44%[activator],2%,-1%,-10%,11%
CC(C)(C)C(=O)COC(=O)c1cc(-c2cccnc2)nc2ccccc12,4%,54%[activator],1%,0%,47%[activator],7%,-6%,1%,-12%
Cc1ccc(C(=O)NCC(=O)OCC(=O)c2ccc(C)c([N+](=O)[O-])c2)cc1,i,8%,0%,0%,16%,3%,0%,-7%[59 µM],-12%
COc1ccccc1-c1nnc(-c2ccc(F)cc2)o1,-1%,155%[activator],-5%,13%,16%,/,/,/,-3%
O=C1CCCN1CC(O)CS(=O)(=O)Cc1ccccc1 (stereo unspecified),-1%,29%,-4%,-10%,27%,8%,-6%,15%,-10%
COc1cc(-c2ccno2)ccc1S(=O)(=O)N1CCN(c2ccc(C(C)=O)cc2)CC1,-2%,26%,?,-8%,28%,-1%,-1%,-2%[59 µM],-5%
CC(NC(=O)C(C)(C)C)C(c1cccs1)N1CCN(Cc2ccccc2)CC1 (stereo unspecified),-1%,0%,-4%,3%,41%[activator],-18%,-2%,?,-14%
COc1ccc(OC)c(CNC(=O)C(C)n2nc(C)c3c(C)n(-c4ccccc4)nc3c2=O)c1 (stereo unspecified),-2%,40%[activator],0%,-15%,49%[activator],-14%,4%,20%,5%
CC(=O)Nc1ccccc1OC(C)C(=O)N1CCC(C)CC1 (stereo unspecified),-7%,48%,-5%,-23%,43%[activator],1%,1%,-1%,8%
Cc1ccc(CCN2CC(C(=O)N3CCN(c4ccc(F)cc4)CC3)CC2=O)cc1 (stereo unspecified),1%,26%,1%,23%,5%,0%,-1%,20%[12.7 µM],-3%
COc1ccc(/C=C(\CC(=O)O)c2nc3ccccc3o2)cc1,0%,-22%,1%,8%,24%,-6%,3%,2%,-6%
CCCOC(=O)c1ccc(NC(=O)C(=O)NCCN(CC)CC)cc1,-5%,23%,1%,2%,31%,-36%,-1%,-6%,-10%
COc1ccc(OC)c(CNC(=O)c2nn(-c3ccc(OC)c(Cl)c3)c(=O)c3c2c2ccccc2n3C)c1,-1%,26%,4%,-2%,67%[activator],/,-1%,20%[59 µM],-19%
CCOC(=O)N/N=C/c1ccccc1F,-16%,24%,-4%,7%,17%,-4%,-1%,-3%,-9%
COc1ccc(CC(=O)N/N=C(/C)c2ccco2)cc1,-6%,20%,-5%,-4%,26%,-12%,-7%,/,-15%
CSc1cccc(NC(C)=O)c1,-3%,29%,3%,5%,17%,-3%,2%,27%[59 µM],-14%
COc1cc([N+](=O)[O-])c2nc(C(=O)O)ccc2c1,-11%,9%,-6%,9%,18%,/,/,/,-3%

# Record cards, as listed above. Order of screens: Tb PGK inh, Pol iota inh, Pin1 inhibitor, GLS inhibitor, HP1b chromo inh, BAZ2B inh, BLM inh, G9a block, JMJD2A Tudor inh
# CCCN(CCC)C(=O)c1cc(S(=O)(=O)N2CCCCC2)c[nH]1 is listed with i, -33%, 25%, -4%, 23%, -2%, 3%, -4%, -17%
# Nc1c(Cl)cc(C2=NCCn3c2c2ccc(C(F)(F)F)cc2[n+]3[O-])cc1Cl is listed with 4%, -16%, 4%, 3%, 18%, ?, /, ?, 4.5µM*
# CSc1cccc(NC(C)=O)c1 is listed with -3%, 29%, 3%, 5%, 17%, -3%, 2%, 27%[59 µM], -14%
# O=C(c1ccc(Cl)c(S(=O)(=O)NCc2cccnc2)c1)N1CCCC1 is listed with -8%, -12%, 7%, 3%, 30%, 4%, /, 14%[2.33 µM], 1%
